High-throughput results (PubChem)
PTPN22 inh 2: inhibitors of human LYP (PTPN22) phosphatase; Q9Y2R2; recombinant LYP catalytic domain, DiFMUP fluorescence; inhibition, % at 2 µM; 0.21% of 96,000 active;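 active means inhibition at 2 µM at or above a set limit, the screen mean plus 3 SD, cut at about 24% in these data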;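 further: 0% = DMSO with enzyme and 100% = enzyme fully blocked by orthovanadate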
VCAM1 TNFa inh: reduces TNF alpha induced VCAM1 expression in HUVEC; HUVEC TNFa-induced VCAM-1 immunofluorescence, high-content imaging; inhibition, % at 2 µM; 0.48% of 95,000 active; AID 802;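 active means inhibition above the batch mean plus 3 SD, with images confirmed as a hit by eye, cut at about 37% in these data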;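 further: 0% = TNF-stimulated DMSO wells and 100% = unstimulated control wells; not every result past the cut was called active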
ERa coact inh: ER-alpha (human) coactivator binding inhibition | TR-FRET ER-alpha LBD / SRC-1 peptide, estradiol-bound | inhibition, % at 25.6 µM | 1.7% of 86,000 active | AID 629; in the data active means inhibition above about 50%;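 further: 0% = receptor plus peptide control and 100% = peptide only without receptor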
FAK inh: FAK (human) kinase inhibition; Q05397; inhibition, %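 (tested at 7 µM)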; biochemical FAK kinase activity assay; 0.84% of 97,000 active; in the data active means inhibition above about 19%;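 further: 0% = DMSO and 100% = reference compound high control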
Target sequence (Q05397 whole entry, looked up): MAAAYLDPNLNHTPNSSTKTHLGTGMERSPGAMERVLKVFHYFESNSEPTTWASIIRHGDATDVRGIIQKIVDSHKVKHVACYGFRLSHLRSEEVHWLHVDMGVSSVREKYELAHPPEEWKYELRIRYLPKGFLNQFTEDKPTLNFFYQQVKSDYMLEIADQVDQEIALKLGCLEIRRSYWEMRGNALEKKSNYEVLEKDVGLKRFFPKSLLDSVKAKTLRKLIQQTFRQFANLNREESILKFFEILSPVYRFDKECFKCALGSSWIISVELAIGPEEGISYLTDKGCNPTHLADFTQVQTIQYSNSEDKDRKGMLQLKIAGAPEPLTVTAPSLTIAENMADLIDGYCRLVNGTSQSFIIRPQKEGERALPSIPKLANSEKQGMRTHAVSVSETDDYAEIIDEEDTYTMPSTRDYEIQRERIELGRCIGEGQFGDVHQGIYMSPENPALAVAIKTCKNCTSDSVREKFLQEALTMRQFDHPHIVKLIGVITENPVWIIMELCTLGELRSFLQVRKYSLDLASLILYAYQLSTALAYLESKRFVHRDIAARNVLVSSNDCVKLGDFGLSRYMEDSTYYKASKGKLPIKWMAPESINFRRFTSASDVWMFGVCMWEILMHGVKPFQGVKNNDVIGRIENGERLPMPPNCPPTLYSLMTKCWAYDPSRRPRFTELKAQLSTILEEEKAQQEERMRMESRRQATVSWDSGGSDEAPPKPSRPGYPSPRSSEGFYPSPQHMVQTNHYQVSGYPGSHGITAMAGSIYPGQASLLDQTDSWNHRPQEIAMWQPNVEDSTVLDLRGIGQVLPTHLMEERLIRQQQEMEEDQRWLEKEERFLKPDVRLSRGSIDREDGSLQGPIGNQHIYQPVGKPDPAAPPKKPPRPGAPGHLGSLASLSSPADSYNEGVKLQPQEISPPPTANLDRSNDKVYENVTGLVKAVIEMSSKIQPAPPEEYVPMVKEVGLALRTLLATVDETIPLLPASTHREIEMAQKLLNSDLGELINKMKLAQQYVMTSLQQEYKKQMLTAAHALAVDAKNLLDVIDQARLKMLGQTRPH
HUVEC tox IL1B: HUVEC cytotoxicity counter-screen, IL-1B stimulated | cell count reduction, % at 2 µM | 0.41% of 94,000 active | HUVEC cell count loss, Hoechst imaging | AID 845;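 active means cell count reduction more than 3 SD above the screen-wide mean, cut at about 70% in these data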;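 further: normalized per plate to untreated control cells as the no-loss baseline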
PTK2B oligo ant: antagonists of human Pyk2 oligomerization; Q14289; Q293 cells, Pyk2 FERM NanoBiT luminescence; active compounds read low; z-score (the deposit names both 25 µM and 10 µM); 0.83% of 99,000 active;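 active means Z-score of -3 or lower, scaled per plate to the spread of control and sample wells; inactive means z-score above -3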;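 further: negative z-score means lost luminescence so less FERM oligomerization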
F-actin modifier: modifiers of cytoskeleton assembly; HUVEC TNFa F-actin phalloidin imaging, high content; inhibition, % at 2 µM; 0.18% of 91,000 active;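 active means inhibition above the batch mean plus 3 SD and confirmed as a hit by visual image inspection, cut at about 30% in these data, passing the limit was not always enough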; further: strong numbers were not always called active
TNFa cytotox: toxic to HUVEC cells under TNF alpha stimulation. cell count reduction, % at 2 µM. HUVEC TNFalpha-stimulated, Hoechst cell count, imaging. AID 848. 0.17% of 93,000 active;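 active means cell count reduction exceeding the screen mean by over 5 SD, scaled to untreated wells per plate, cut at about 78% in these data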;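 further: cells counted after 24 h of TNF alpha exposure following the 1 h pretreatment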
PTPN22 act: increases human PTPN22 phosphatase activity. Q9Y2R2. recombinant LYP, DiFMUP fluorescence; 0 = plate median, 100 = signal doubled. activation, % at 2 µM. 0.11% of 96,000 active;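 active means activation at 2 µM above a set limit, the mean plus 5 SD, cut at about 37% in these data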
* marks the source's active call; other numbers are inactive results; / = not tested or not shown; [ ] = remark or other dose.

Structure,PTPN22 inh 2,VCAM1 TNFa inh,ERa coact inh,FAK inh,HUVEC tox IL1B,PTK2B oligo ant,F-actin modifier,TNFa cytotox,PTPN22 act
COc1ccc(N(C(=O)COc2ccccc2)C2C=CS(=O)(=O)C2)cc1 (configuration not stated),0,2,/,-4,7,-0.17,-8,0,3
O=C(NCCCN1CCCCCC1)c1ccc(CS(=O)(=O)Cc2ccccc2F)o1,15,22,30[fluorescence artefact?],25*,-8,-0.5,0,-11,-11
COC(=O)CCC(=O)c1oc2ccc(Cl)cc2c1NC(=O)CCCN1C(=O)c2ccccc2C1=O,-5,7,3,-5,0,-0.49,-8,-15,6
Cc1ccc(NC(=O)CS(=O)CC(=O)NCCCN(C)c2ccccc2)cc1 (configuration not stated),10,4,/,-3,-6,0.42,1,-13,-9
Cc1ccccc1CSCC(=O)c1c(N)n(C)c(=O)n(C)c1=O,-4,-10,-2,1,-22,-0.16,1,-16,10
CCCCc1ccc(Nc2ncnc3nc[nH]c23)cc1,5,14,-2,13,-1,/,-13,-45,-8
CC1CN(c2cc3nccnc3cc2F)CC(C)O1 (configuration not stated),-12,14,-30,-1,-23,0.14,-8,-20,6
CCCc1cc(=O)[nH]c(/N=C(/NC(=O)c2ccccc2)Nc2ccc3c(c2)OCCO3)n1,10,10,-1,1,-7,/,-2,-14,-13
CCc1ccc(-c2cc(C(F)(F)F)n3nc(C(=O)Nc4cnn(Cc5ccc(C)cc5)c4)cc3n2)s1,9,29,/,1,-8,1.4,-14,1,-9
C=COCCNC(=O)Nc1ccc(Cl)cc1Cl,-7,1,3,0,-36,-0.75,10,-19,6
O=C(Cn1nc(C(F)(F)F)c2c1CCCC2)NC1CCCC1,0,-14,-6,2,-33,0.23,-13,-40,1
COc1ccc(-c2nn(C)c(=O)c3ccccc23)cc1CNC(=O)CN1CCOCC1,-5,5,-2,-1,-22,/,-4,-25,-3
CCOc1ccccc1C(=O)Nc1cc(C(=O)NCCc2ccccc2)ccc1Cl,-8,-8,/,-6,-59,-0.14,6,7,10
CC(C)(C)NC(=O)CN(Cc1cccs1)C(=O)C1COc2ccccc2O1 (configuration not stated),4,-28,/,-2,-5,0.09,-19,13,-1
Cc1ccc(S(=O)(=O)N(C)c2cc(S(=O)(=O)N3CCC(C)CC3)c(C)cc2C)cc1,-2,-2,/,1,94*,2.3,-21,-38,4
COC(=O)c1c(/N=C/N(C)C)sc2c1CCN(c1ncc(C(F)(F)F)cc1Cl)C2,10,-11,-10,-2,6,0.44,-4,3,-7
CCCS(=O)(=O)c1nc(S(=O)(=O)c2ccc(C)cc2)c(N2CCCC2)s1,3,12,1[fluorescence artefact?],-1,-4,-0.97,-12,-18,-5
O=C(O)c1ccc2c(c1)nnn2C1CCCCC1,10,-7,-4,-2,-8,0.59,16,-6,-10
COC(=O)C1C(=O)C2=C(CC1C)NC(=O)CC2c1ccccc1 (configuration not stated),-6,3,-2,-3,-7,-0.87,-7,-12,2
COc1ccc(CNC(=O)C(NC(C)=O)C(=O)Nc2ccc(OC)cc2)cc1 (configuration not stated),-6,2,/,-2,-42,0.58,-5,2,10
N#CCSc1nnc2c(Cl)cc(Cl)cn12,-3,-15,-1,-2,-9,0.52,9,-31,1
CSc1cc(-c2ccccc2)n(Cc2ccccc2Cl)c(=O)c1C#N,3,-5,8,0,5,-0.93,/,10,-1
COc1cccc(C2CC(c3ccccc3OC)n3ncnc3N2)c1 (configuration not stated),-3,4,-1,-8,-53,/,12,-25,3
CN(Cc1nc(-c2ccccn2)no1)S(=O)(=O)c1ccc(Cl)cc1,-18,6,-15,-2,-12,2.2,-15,-16,13
CC(C)Oc1snc(Cl)c1C(N)=O,0,8,-7,-1,-48,-0.15,2,-32,-3
Cc1cc2ncn(C(=O)c3c(-c4ccccc4)noc3C)c2cc1C,-10,-10,/,6,24,0.04,7,1,13
C#CC1(O)CC(C)N(C)C(C)C1 (configuration not stated),-2,-5,4,3,11,0.82,9,-20,-3
CCOc1ccccc1N1CCN(Cc2cccc(OC)c2O)CC1,0,2,-10[fluorescence artefact?],2,16,-0.39,-5,2,-1
CCOc1ccc(NC(=O)C2CCC(CNc3c(N4CCOCC4)c(=O)c3=O)CC2)cc1 (configuration not stated),0,7,-1,0,-6,/,16,-26,-4
COc1ccc(CCNC(=O)Cc2cc(OC)c(OC)cc2[N+](=O)[O-])cc1OC,12,-2,/,-4,-35,0.31,-1,-2,-9

Pulled by structure from the entries so far (five):
Structure,PTPN22 inh 2,VCAM1 TNFa inh,ERa coact inh,FAK inh,HUVEC tox IL1B,PTK2B oligo ant,F-actin modifier,TNFa cytotox,PTPN22 act
COc1cccc(C2CC(c3ccccc3OC)n3ncnc3N2)c1 (configuration not stated),-3,4,-1,-8,-53,/,12,-25,3
CCOc1ccccc1N1CCN(Cc2cccc(OC)c2O)CC1,0,2,-10[fluorescence artefact?],2,16,-0.39,-5,2,-1
CC(C)Oc1snc(Cl)c1C(N)=O,0,8,-7,-1,-48,-0.15,2,-32,-3
CCOc1ccc(NC(=O)C2CCC(CNc3c(N4CCOCC4)c(=O)c3=O)CC2)cc1 (configuration not stated),0,7,-1,0,-6,/,16,-26,-4
CN(Cc1nc(-c2ccccn2)no1)S(=O)(=O)c1ccc(Cl)cc1,-18,6,-15,-2,-12,2.2,-15,-16,13

Remaining list, next part.
Sequence of screens – PTPN22 inh 2 | VCAM1 TNFa inh | ERa coact inh | FAK inh | HUVEC tox IL1B | PTK2B oligo ant | F-actin modifier | TNFa cytotox | PTPN22 act
- Cc1ccc(C(=O)N2CCN(c3ncnc4c3cnn4-c3ccccc3)CC2)cc1
  0 | -5 | -3 | -1 | 19 | -0.01 | -6 | 7 | 1
- CCN(CC)CCCNC(=O)c1cc(-c2ccc(O)cc2)on1
  4 | 10 | -1 | -3 | -20 | / | 7 | -22 | -4
- CCOC(=O)C1CCCN(C(=O)Cc2c(C(=O)O)[nH]c3ccccc23)C1 (configuration not stated)
  -12 | -3 | 3 | -2 | 2 | 1 | -7 | -8 | 10
- CCOc1cc(/C=N\NC(=O)Cn2nc([N+](=O)[O-])cc2C)ccc1OCc1cccc2ccccc12
  7 | -3 | 4 | -2 | 6 | 0.68 | -9 | -13 | -7
- CCC(C)NC(=O)c1cc(-c2ccc(OC)cc2)on1 (configuration not stated)
  0 | 10 | 0 | 1 | -15 | -0.21 | -14 | -12 | -3
- Cc1cc(C)c(C#N)c(Nc2ccccc2)n1
  9 | 33 | -4 | -1 | -1 | -0.01 | 3 | -18 | -9
- Cn1c(SCC(=O)Nc2ccc(N3CCOCC3)c(Cl)c2)nnc1-c1ccccc1
  -1 | -2 | -4 | 2 | -45 | / | 8 | 1 | -2
- Clc1ccc(-c2noc(CSc3nnc(Cc4cccs4)n3-c3ccccc3)n2)cc1
  2 | -2 | 11 | 7 | 5 | / | -2 | -19 | -5
- O=C(NCC1CCCO1)c1ccc2c(c1)OCO2 (configuration not stated)
  -5 | -15 | -1 | -7 | -12 | -0.04 | 5 | -15 | 7
- COc1ccc(CNC(=O)c2csc(Cc3ccccc3)n2)cc1
  16 | 13 | / | -10 | -4 | -2 | -20 | -14 | -13
- CCCC(=O)Nc1cc(C)c(NC(=O)c2ccncc2)cn1
  -15 | -2 | -6 | 1 | / | -0.07 | -12 | -5 | 11
- O=C(Cc1cc(=O)[nH]c(=O)[nH]1)NCCN1CCOCC1
  -21 | 14 | -1 | -2 | -1 | / | 2 | -46 | 17
- CCCOc1ccc(CSc2nnc(CCC)n2N)cc1
  -4 | 12 | 6[fluorescence artefact?] | -4 | -31 | 0.91 | 5 | -3 | 2
- CCSc1ncc(Cl)c(C(=O)Nc2ccc(S(=O)(=O)Nc3onc(C)c3C)cc2)n1
  14 | -8 | -7 | 1 | -2 | 3.4 | 2 | 7 | -11
- Cc1cc(C)nc(NC(=O)C(C)C)n1
  1 | 0 | / | 3 | 22 | -0.12 | 12 | -12 | 4
- CCOc1ccc(C(=O)NCCC(=O)NCCCC(=O)O)cc1
  0 | -19 | -5 | 1 | 5 | -0.33 | -13 | -28 | -2
- O=C(C1CCCN(S(=O)(=O)c2cccc3nonc23)C1)N1CCN(c2ccccc2)CC1 (configuration not stated)
  8 | 4 | -8 | -1 | 2 | 0.18 | / | -41 | -5
- COc1ccc(C(=O)C(CCCCC(CN(C)C)C(=O)c2ccc(OC)cc2)CN(C)C)cc1 (configuration not stated)
  -4 | 20 | / | 0 | -51 | 0.32 | -68 | 25 | 7
- O=C1CCc2cc(S(=O)(=O)N3CCC(C(=O)NCCC4=CCCCC4)CC3)ccc2N1
  4 | 4 | 1 | 1 | 5 | / | 5 | -38 | -7
- CS(=O)(=O)N(CC(=O)Nc1ccccc1C(=O)NCCc1ccccc1)c1ccc2c(c1)OCCO2
  -2 | 10 | -3 | 2 | -6 | -0.02 | 12 | -15 | 5

Entries above that have an NH in an aromatic ring:
Sequence of screens – PTPN22 inh 2 | VCAM1 TNFa inh | ERa coact inh | FAK inh | HUVEC tox IL1B | PTK2B oligo ant | F-actin modifier | TNFa cytotox | PTPN22 act
- CCCCc1ccc(Nc2ncnc3nc[nH]c23)cc1
  5 | 14 | -2 | 13 | -1 | / | -13 | -45 | -8
- CCCc1cc(=O)[nH]c(/N=C(/NC(=O)c2ccccc2)Nc2ccc3c(c2)OCCO3)n1
  10 | 10 | -1 | 1 | -7 | / | -2 | -14 | -13
- CCOC(=O)C1CCCN(C(=O)Cc2c(C(=O)O)[nH]c3ccccc23)C1 (configuration not stated)
  -12 | -3 | 3 | -2 | 2 | 1 | -7 | -8 | 10
- O=C(Cc1cc(=O)[nH]c(=O)[nH]1)NCCN1CCOCC1
  -21 | 14 | -1 | -2 | -1 | / | 2 | -46 | 17

Continuation:
Sequence of screens – PTPN22 inh 2 | VCAM1 TNFa inh | ERa coact inh | FAK inh | HUVEC tox IL1B | PTK2B oligo ant | F-actin modifier | TNFa cytotox | PTPN22 act
- Cc1cc(OCC(=O)NC(C)C)cc(C)c1Cl
  10 | 9 | -3 | -1 | -2 | 1.7 | -3 | -16 | -11
- CC1(C)Cc2ccccc2-c2nnc(SCC(=O)Nc3nc4ccccc4s3)n21
  4 | -11 | 56*[fluorescence artefact?] | 0 | -12 | -2.4 | -18 | -1 | -4
- CCOc1ccc(-c2nnn(CC(=O)NCCc3c[nH]c4ccccc34)n2)cc1
  9 | -9 | / | 2 | -6 | 0.09 | -16 | 15 | -6
- CCOC(=O)c1c(NC(=O)CSc2nnc(CNc3ccc(F)cc3)o2)sc(C(C)=O)c1C
  6 | -10 | 7 | 10 | 36 | -0.62 | -31 | 25 | -7
- CCOc1ccc(-n2c(Cc3ccccc3)nnc2SCc2c(C)noc2C)cc1
  0 | 5 | -1 | -2 | -10 | -0.48 | -47 | -20 | -2
- CC(=O)c1ccc(-n2c(-c3cc(-c4ccco4)[nH]n3)n[nH]c2=S)cc1
  -6 | 11 | 11 | 5 | -5 | -0.01 | -4 | -24 | 4
- CC(=O)NC1CCC(C(=O)O)(c2ccccc2)C1 (configuration not stated)
  -6 | -25 | 2[fluorescence artefact?] | -2 | 0 | 0.02 | 9 | -7 | 4
- COc1ccc(C(=O)NC(=S)N(Cc2ccccc2)Cc2ccccc2)cc1
  -2 | -7 | / | -9 | 8 | -1.4 | 11 | 5 | 5
- COC(=O)c1cc(NC(=O)Nc2cccc(Cl)c2)ccc1Cl
  2 | 0 | / | 1 | -37 | -2.1 | -15 | 2 | 1
- COc1ccc(N2C(=O)c3cccc4cccc(c34)C2=O)nn1
  4 | -16 | 5[fluorescence artefact?] | -1 | -5 | -0.52 | 17 | -3 | -5
- CCCn1c(=N)n(CC(O)c2ccco2)c2ccccc21 (configuration not stated)
  3 | -16 | -3 | 1 | 8 | 0.2 | 12 | -28 | -3
- CCOc1ccccc1Nc1nnc(C)c(=O)[nH]1
  -3 | 24 | -45 | -1 | 0 | 0.63 | -8 | -12 | 3

No enrichment for hits, and some 3.8% of all compounds hit somewhere here.
